# MBD2 DNA inh – inhibitors of MBD2 binding to methylated DNA, primary screen, biochemical, TR-FRET, DNA-binding domain, human. inhibition, % at 4.4 µM. actives 0.31% (n = 370,000). MBD2 binding to methylated oligonucleotide; in the data active = inhibition above about 13%
# ADAM17 inh – ADAM17 inhibitors, primary screen, biochemical, QFRET; Disintegrin and metalloproteinase domain-containing protein 17 (Homo sapiens), P78536; recombinant ADAM17, EDANS/DABCYL FRET peptide cleavage; inhibition, % at 6.95 µM; actives 0.83% (n = 370,000);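 active = inhibition above the mean of compounds lying between control limits plus 3 SD, set per campaign, cut at about 8.5% in these data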;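 also: 0% = DMSO-only wells as the low control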
# DAX1 inh-1 – DAX1 (NR0B1) inhibitors on StAR promoter, primary screen, cell-based, luminescence, SF-1 (NR5A1), full-length DAX-1 | HEK293T StAR-luciferase reporter, SF-1/DAX-1 repression relief | inhibition, % at 6.8 µM | actives 1.1% (n = 370,000) | AID 652010, 2013;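 active = inhibition above the mean over all tested compounds plus 3 SD, cut at about 3.6% in these data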;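 also: 0% = DAX-1 cells with DMSO and 100% = cells lacking DAX-1 with DMSO; higher inhibition means more luminescence from relief of DAX-1 repression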
# Rev-erbA mod – modulators of Rev-erb alpha DNA binding, primary screen, biochemical, FITC-DNA, fluorescence polarization, uHTS | Nuclear receptor subfamily 1 group D member 1 (Homo sapiens), P20393 | Rev-erbα–FITC-DNA binding, 90 min | activity, % at 10 µM | actives 0.79% (n = 370,000) | AID 1259318, 2017;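 active = activity above about 14%, limit read from the data; passing the limit was not always enough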;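 also: 0% = DMSO wells with 35 nM protein and 100% = DMSO wells with 750 nM protein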
# hcDAF12 agonist – H. contortus DAF-12 nuclear receptor activators, primary screen, cell-based, luminescence, HEK293, lit1-tk-luc reporter; HEK293 hcDAF-12 lit1-tk-luc reporter; 0% DMSO, 100% Δ7-dafachronic acid; actives 1.4% (n = 370,000); AID 652067, 2013; activation, % at 6.8 µM;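 active = activation above the mean of all tested compounds plus 3 SD, cut at about 5.5% in these data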;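 also: 100% = response to 3 µM Δ7-dafachronic acid high control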
# PLC-beta3 inh – human PLC-beta3 inhibitors, primary screen, biochemical, fluorescence | 1-phosphatidylinositol 4,5-bisphosphate phosphodiesterase beta-3 (Homo sapiens), Q01970 | Purified PLC-beta3, fluorogenic substrate | inhibition, % at 12.2 µM | actives 0.18% (n = 370,000); in the data active = inhibition above about 11%;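 also: 0% = median of compound wells on plate and 100% = full blocker control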
# Target sequence (Q01970 whole entry, looked up): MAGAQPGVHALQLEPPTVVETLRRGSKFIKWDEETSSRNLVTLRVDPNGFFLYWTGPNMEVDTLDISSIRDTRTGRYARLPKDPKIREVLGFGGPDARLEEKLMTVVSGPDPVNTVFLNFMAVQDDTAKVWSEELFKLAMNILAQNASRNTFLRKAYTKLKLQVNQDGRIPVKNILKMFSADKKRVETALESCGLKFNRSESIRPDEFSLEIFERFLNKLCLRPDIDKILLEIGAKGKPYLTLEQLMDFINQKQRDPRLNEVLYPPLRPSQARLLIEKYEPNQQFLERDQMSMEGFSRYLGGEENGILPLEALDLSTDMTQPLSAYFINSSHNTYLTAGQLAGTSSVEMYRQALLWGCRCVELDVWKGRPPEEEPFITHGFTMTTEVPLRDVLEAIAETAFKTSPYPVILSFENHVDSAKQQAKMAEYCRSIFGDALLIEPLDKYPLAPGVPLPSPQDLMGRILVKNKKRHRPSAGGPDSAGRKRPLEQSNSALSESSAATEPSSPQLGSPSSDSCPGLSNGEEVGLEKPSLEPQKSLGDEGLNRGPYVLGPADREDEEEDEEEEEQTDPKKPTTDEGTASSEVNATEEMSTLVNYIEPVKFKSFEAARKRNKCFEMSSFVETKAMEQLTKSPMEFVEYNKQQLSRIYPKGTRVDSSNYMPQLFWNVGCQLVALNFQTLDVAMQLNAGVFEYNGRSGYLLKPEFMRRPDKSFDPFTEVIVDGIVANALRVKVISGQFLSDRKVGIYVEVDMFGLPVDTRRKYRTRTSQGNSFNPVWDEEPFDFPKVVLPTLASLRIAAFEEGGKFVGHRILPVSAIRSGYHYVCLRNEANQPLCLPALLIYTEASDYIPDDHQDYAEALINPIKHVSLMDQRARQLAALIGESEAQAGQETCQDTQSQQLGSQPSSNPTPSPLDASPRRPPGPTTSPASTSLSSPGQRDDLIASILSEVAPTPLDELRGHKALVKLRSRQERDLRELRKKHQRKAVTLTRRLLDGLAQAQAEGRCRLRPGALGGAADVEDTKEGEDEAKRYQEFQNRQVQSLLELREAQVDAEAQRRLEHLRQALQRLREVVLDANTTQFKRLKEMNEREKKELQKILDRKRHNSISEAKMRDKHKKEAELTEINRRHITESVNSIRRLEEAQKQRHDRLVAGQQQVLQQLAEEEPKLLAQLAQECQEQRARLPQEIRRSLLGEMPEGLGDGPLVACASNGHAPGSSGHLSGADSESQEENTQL
# hgDAF12 agonist – H. glycines DAF-12 receptor agonists, primary screen, cell-based, luminescence, HEK293, GAL4 fusion, UAS-luciferase | actives 1.8% (n = 370,000) | HEK293 GAL4-hgDAF12 UAS-luciferase reporter, agonist luminescence; normalized to butyrate control | activation, % at 6.8 µM;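 active = activation above a cutoff set at the mean of all screened compounds plus 3 SD, cut at about 10% in these data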;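 also: 0% = DMSO wells and 100% = sodium butyrate wells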
# ssDAF12 agonist – S. stercoralis DAF-12 nuclear receptor activators, primary screen, cell-based, luminescence, HEK293, GRIP1 co-expression, lit1-tk-luc. HEK293 ssDAF-12/GRIP1 lit1-tk-luc reporter; % of 3 µM dafachronic acid response. activation, % at 6.8 µM. actives 1% (n = 370,000);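 active = activation above the mean over all tested compounds plus 3 SD, cut at about 0.9% in these data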;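 also: 0% = DMSO-only wells and 100% = 3 µM delta7-dafachronic acid wells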
# SMARCA2 act – SMARCA2 (BRM) function activators, primary screen, cell-based, luminescence, high throughput | actives 1% (n = 370,000) | activation, % at 9.1 µM | MG213 cells, MMTV-luciferase reporter, dexamethasone, overnight; in the data active = activation above about 7.8%;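 also: 0% = vehicle wells and 100% = reference activator wells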
# PLCg1 inh – PLC-gamma1 enzyme inhibitors, primary screen, biochemical, fluorescence, purified enzyme. 1-phosphatidylinositol 4,5-bisphosphate phosphodiesterase gamma-1 (Homo sapiens), P19174. fluorogenic substrate. inhibition, % at 12.2 µM. actives 0.84% (n = 370,000). AID 720700, 2013; in the data active = inhibition above about 9.5%
# DAX1 inh-2 – DAX1 (NR0B1) inhibitors, primary screen, cell-based, HEK293, Gal4-DAX1, luciferase luminescence. inhibition, % at 6.75 µM. HEK293 Gal4-DAX1 luciferase reporter. AID 504766, 2011. actives 0.99% (n = 340,000). Nuclear receptor subfamily 0 group B member 1 (Homo sapiens), P51843;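 active = inhibition above the mean over all tested compounds plus 3 SD, cut at about 4.2% in these data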;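 also: 0% = DAX1-transfected cells with DMSO and 100% = empty-vector control cells with DMSO; inhibition shows as a rise in luminescence from relieved DAX1 repression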
# An asterisk follows results filed as active; i = inactive; . = not tested or not shown.
SMILES,MBD2 DNA inh,ADAM17 inh,DAX1 inh-1,Rev-erbA mod,hcDAF12 agonist,PLC-beta3 inh,hgDAF12 agonist,ssDAF12 agonist,SMARCA2 act,PLCg1 inh,DAX1 inh-2
CCOc1ccc(-c2cncc3nccn23)cc1,4,i,0.0,-7,-0.1,-459,-2.2,-1.7,-1,-375,.
CNS(=O)(=O)c1ccc2ccccc2c1,4,-5,0.3,2,-1.8,-5,1.4,-1.4,-3,-1,-0.9
CN1OC[C@@H]2CN(Cc3cc(Cl)cc(Cl)c3)[C@H](c3cccc(-c4ccc(C#N)cc4)c3)C[C@@H]21,3,-6,0.7,-1,-0.1,0,-1.9,-0.7,-5,-1,3.8
CCOc1ccccc1N1CCN(C(=S)NCc2ccccc2)CC1,4,1,-0.5,6,-0.6,4,-1.1,-1.1,0,9.7*,0.9
COC(=O)c1sccc1-n1cccc1C(=O)C(=O)N1CCOCC1,0,0,0.0,1,-0.5,0,-2.2,-0.6,-2,0,1.3
O=C(Nc1ccccc1-c1nc2ccccc2s1)c1cccnc1,0,3,0.0,-9,-0.4,-70,-1.6,-1.1,-2,-67,-1.2
CSc1cccc(N2CC(C(=O)N3CCN(S(=O)(=O)c4ccccc4Cl)CC3)CC2=O)c1 (stereo not drawn),2,-1,-2.1,6,-0.9,-16,2.0,-1.3,-2,-3,-0.8
CN1C2CCC1CC(NS(=O)(=O)c1cc(Cl)c(Cl)cc1Cl)C2 (stereo not drawn),2,-1,1.0,-8,-0.5,-5,3.2,-1.1,-3,-2,0.7
CCn1c(N2CCN(C(=O)Nc3ccc(F)cc3)CC2)nc2ccccc21,-2,-1,-0.4,-1,-2.1,3,0.9,-1.4,1,6,0.9
COc1ccccc1Cc1c(-c2ccccc2)nc2cc(C)c(Br)c(C)n12,1,-4,0.5,-5,5.0,-21,7.1,0.5,-1,-14,.
O=[N+]([O-])c1ncccc1OCc1ccc(Br)cc1F,-2,4,0.3,1,0.8,-2,11*,-0.5,4,1,-0.2
COc1cc(/C=N/n2c(C3CCCCC3)n[nH]c2=S)cc(OC)c1O,-5,-6,0.2,6,0.0,-6,-0.3,-1.2,-2,1,1.6
CN(C)c1ncnc2c1ncn2[C@H]1CN(CCN2CCOCC2)C[C@@H](CO)O1,-7,4,0.8,0,0.3,6,-0.7,-0.5,-3,11*,.
O=C(CNC(=O)c1ccccc1F)c1ccccc1,6,-3,1.6,-4,7.0*,-4,17*,1.1*,10*,0,1.7
O=C(NCc1cccc(Cl)c1)c1cccc(C(F)(F)F)c1,6,3,-0.2,-5,-2.2,0,2.0,-2.0,-3,0,-0.9
C=CCn1c(SCc2cccc(C#N)c2)nnc1-c1ccccc1O,1,-2,0.7,-1,1.8,2,-1.1,-0.4,-1,2,3.9
CCC(=O)Nc1cccc(C(=O)/C=C/c2cc(Br)ccc2OC)c1,3,2,-3.2,7,-3.8,-6,-10,-2.2,-2,-2,-4.7
O=C(CNC(=O)c1ccccc1F)N/N=C\C=C\c1ccccc1,-6,-1,1.6,-1,0.1,-5,0.0,-0.7,0,-1,-0.5
CC(C)CNS(=O)(=O)c1ccc(OCC(=O)Nc2ccc3c(c2)OCCO3)cc1,3,-4,-0.1,2,-3.1,-1,-0.1,-0.9,-2,-1,-1.2
O=C(CSc1ncn[nH]1)NC12CC3CC(CC(C3)C1)C2,-5,1,-0.3,6,-2.0,2,-1.8,-1.7,-2,3,0.4
Cc1cc(C)n2c(NC3CCCCC3)c(-c3ccccn3)nc2n1,2,-11,-0.6,-1,2.2,-37,-1.0,-1.3,-2,-30,.
Cc1cccc(N2CCN(C(=O)CN3CCOc4ccccc43)CC2C)c1 (stereo not drawn),-5,6,-0.7,3,0.8,-7,-0.9,-1.0,-3,-4,-1.8
Cc1cc(NC(=O)c2ccc(C)s2)n(-c2ccccc2)n1,3,2,-0.8,-1,3.7,3,-0.3,-0.7,-2,0,-0.7
COc1cccc(CN2CC(C(=O)NCc3ccc(Cl)s3)CCC2=O)c1 (stereo not drawn),0,1,0.2,4,-1.4,-4,-0.8,-1.2,0,2,-0.2
CCN(c1ccccc1)S(=O)(=O)c1ccc(C(=O)Nc2nccs2)cc1,7,3,0.1,-2,-2.3,1,0.3,-1.0,0,3,0.1
Cc1cc(C)c(OCCCCN2CCNCC2)c(C)c1,1,1,0.5,-3,-1.2,-9,-2.4,-0.5,-1,-1,0.9
O=C(NCCCN1CCCC1=O)c1ccc(NS(=O)(=O)c2ccccc2)cc1,-2,0,-0.1,7,0.0,-9,-1.1,-1.0,-3,-167,-0.7
Cc1ccc(-n2nnc3c(=O)n(Cc4cc(C)ccc4C)cnc32)cc1,1,-3,0.5,3,-0.9,1,1.9,-1.5,-1,1,0.6
CC(C)(C)C(=O)Nc1c2c(nn1-c1ccccc1)CSC2,2,4,0.2,9,0.1,-2,0.0,-1.0,-3,5,-1.1
CCCCC(=O)N1C/C=C\[C@H](c2ccc(OC)cc2)N(Cc2ccc(F)cc2)C(=O)[C@@H]1C,1,2,-0.2,-3,-2.8,3,-0.5,-1.5,-1,0,0.0
Cc1ccccc1NC(=O)NCC1CCN(C(=O)OC(C)(C)C)CC1,-3,-3,0.0,3,0.2,-5,3.1,-1.5,-2,1,1.1
O=C(c1cn(-c2ccccc2)nc1-c1cccs1)N1CCOCC1,-2,2,0.7,1,-0.1,-1,2.5,-0.8,-1,3,-0.2
Cc1ccc(-c2cc(C(=O)NCCCN3CCOCC3)no2)cc1,0,-4,-1.6,3,-4.7,0,-8.7,-2.3,-11,4,-2.5
O=C(O)CC(NC(=O)CCC1CCCCC1)c1cc([N+](=O)[O-])ccc1Cl (stereo not drawn),0,0,-0.1,-2,-1.0,0,0.6,-1.0,2,0,-1.3
O=C(O)CCCCCN1C(=O)c2ccc(C(=O)O)cc2C1=O,1,0,0.1,-4,-1.2,4,2.2,-1.4,-1,3,0.6
O=C1c2ccc(Br)cc2C(=O)N1c1ccc(Cl)cn1,-6,-2,0.7,-5,2.6,-5,1.1,-0.4,0,2,-1.4
Cc1ccccc1C(=O)NNc1ccc(-c2csnn2)cc1,2,-4,-0.1,1,0.7,-7,-0.6,-1.1,-2,-3,3.0
CC1(c2ccc(Cl)cc2)NC(=O)N(CN2CCOCC2)C1=O (stereo not drawn),1,-2,-0.5,-5,-1.6,-4,0.6,-1.2,1,1,2.3
COc1ccc(OC)c(S(=O)(=O)N2CCCC(c3noc(-c4ccc(C)cc4)n3)C2)c1 (stereo not drawn),-2,0,-1.0,-4,-2.2,-2,0.4,-1.9,-2,5,.
Cc1cc(C(=O)CSc2nnnn2C)c(C)n1-c1cccc(F)c1,5,-4,2.3,-1,3.0,-2,14*,-0.6,4,0,1.9

# 3 compounds already listed, arranged by the value under MBD2 DNA inh, descending.
molecule | MBD2 DNA inh | ADAM17 inh | DAX1 inh-1 | Rev-erbA mod | hcDAF12 agonist | PLC-beta3 inh | ssDAF12 agonist | SMARCA2 act | PLCg1 inh | DAX1 inh-2
Cc1ccccc1C(=O)NNc1ccc(-c2csnn2)cc1 | 2 | -4 | -0.1 | 1 | 0.7 | -7 | -1.1 | -2 | -3 | 3.0
O=C(O)CC(NC(=O)CCC1CCCCC1)c1cc([N+](=O)[O-])ccc1Cl (stereo not drawn) | 0 | 0 | -0.1 | -2 | -1.0 | 0 | -1.0 | 2 | 0 | -1.3
O=C1c2ccc(Br)cc2C(=O)N1c1ccc(Cl)cn1 | -6 | -2 | 0.7 | -5 | 2.6 | -5 | -0.4 | 0 | 2 | -1.4

# Following part.
SMILES,MBD2 DNA inh,ADAM17 inh,DAX1 inh-1,Rev-erbA mod,hcDAF12 agonist,PLC-beta3 inh,hgDAF12 agonist,ssDAF12 agonist,SMARCA2 act,PLCg1 inh,DAX1 inh-2
CCc1cccc(NC(=O)C2CCN(S(=O)(=O)c3ccc4c(c3)NC(=O)CO4)CC2)c1,-1,0,-0.7,0,-2.4,-3,-1.8,-1.2,-2,-2,0.2
COc1ccc(C2C(=O)N(CCc3ccccc3)CC(=O)N2C2CCCCC2)cc1 (stereo not drawn),-1,-5,0.3,3,0.5,0,0.6,-1.1,-2,-1,2.2
COc1ccc(CNC(=O)c2sccc2-c2ccccc2)cc1OC,-5,2,-3.2,0,-2.7,-4,-3.2,-1.5,1,3,-0.6
COC(=O)[C@]12C[C@H](CC(=O)NCc3ccc(OC)c(OC)c3)C(=O)N(Cc3ccco3)C1=C[C@H](COCc1ccccc1)O[C@@H]2C,-5,-3,1.0,-3,-1.5,0,2.4,-1.0,-1,2,.
CN(C)S(=O)(=O)c1cccc(NC(=O)COC(=O)CCc2nc3ccccc3s2)c1,-4,-7,0.9,1,-1.7,3,1.3,-0.9,0,5,0.3
O=C(COc1ccc(CO)cc1)Nc1ccc(F)cc1,-2,-4,-0.7,-1,-0.2,2,8.2,-0.1,0,-1,2.1
CC1CC(C)CN(c2ccc(C(=O)OCC(=O)NC3CCCc4ccccc43)cc2[N+](=O)[O-])C1 (stereo not drawn),2,-2,1.2,-1,0.2,2,2.0,-1.2,2,2,-0.1
O=c1cc(-c2ccccc2)nc2cc(-c3ccc(Br)cc3)[nH]n12,1,-8,-0.2,0,1.0,-8,0.0,-0.9,0,-7,-0.3
CC(=O)NC(=S)Nc1ccccc1F,1,0,0.3,1,-1.2,-3,-0.8,-1.0,0,-2,6.3*
COc1cccc(Cn2c(=O)c3ccccc3n3nc(C)cc23)c1,5,-5,-0.5,1,-1.0,-34,0.5,-2.4,-2,-22,-1.3
O=C(CCc1nc(-c2ccccc2Cl)no1)NC1CCCCC1,1,-3,-0.1,-3,-1.4,-3,0.0,-1.4,0,-1,0.7
O=C(c1ccc(S(=O)(=O)Nc2cccc(C(F)(F)F)c2)cc1)N1CCC1,0,-1,-2.4,-2,-2.3,-7,-3.8,-1.0,-2,-1,-0.2
CCN1C(=O)[C@H]2[C@@H](c3ccc(C)cc3)N3C(=O)N(c4cccc(Cl)c4)C(=O)[C@@]3(Cc3ccccc3)[C@H]2C1=O,-5,0,0.0,-4,-0.8,5,-0.8,-1.2,0,0,-0.8

# From PubChem
